# GPR55 beta-arrestin: GPR55 agonists via beta-arrestin recruitment, primary screen, imaging, U2OS cells, beta-arrestin-GFP redistribution (AID 1961) | U2OS GPR55 beta-arrestin-GFP redistribution imaging; higher % means a stronger effect | one-dose activation, % at 10 µM; EC50 in µM for titrated hits | actives 0.048% (n = 290,000);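 active = activation above 40% with more than 50 cells counted in the well; inconclusive = wells holding fewer than 50 cells, flagged as toxic or sparse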;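 note: U2OS osteosarcoma cells stably expressing GPR55 and beta-arrestin-GFP; plate controls were DMSO negative control for no effect and LPI positive control for full effect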
# KOR beta-arrestin-1: kappa opioid receptor blockers – cell-based, luminescence, uHTS (AID 1778); one-dose inhibition, % at 10 µM; IC50 in µM for titrated hits; KOR beta-arrestin recruitment, luminescence, antagonist mode; higher % means a stronger effect; actives 0.091% (n = 290,000); note: strong numbers were not always called active
# NOD2 inhibition: inhibition of NOD2-driven NF-kB reporter – cell-based, luminescence, uHTS, HEK293 (AID 1566); HEK293 NOD2/NF-kB luciferase reporter, luminescence; higher % means a stronger effect; inhibition, % at 4 µM; hits with a dose series show EC50 in µM; actives 0.63% (n = 290,000); note: many of its hits are not listed in these tables
# KOR beta-arrestin-2: KOR agonists, beta-arrestin recruitment, primary screen, cell-based, luminescence, uHTS (AID 1777). activation, % at 10 µM, or EC50 in µM where a hit was titrated. actives 0.02% (n = 280,000). KOR beta-arrestin recruitment, luminescence; higher % means a stronger effect; in the data active = activation above about 50%, passing the limit was not always enough; note: a part of the inactive calls stands beside numbers as strong as those of hits
# HIV fusion peptide: inhibitors of HIV fusion peptide binding, primary screen, biochemical, uHTS, fluorescence dequenching (AID 1986); cell-free peptide binding, fluorescence dequenching, 30 min; higher % means a stronger effect; actives 0.3% (n = 290,000); inhibition, % at 20 µM, or IC50 in µM where a hit was titrated; in the data active = inhibition mostly above about 52%, no sharp cut-off; inactive = mostly below about 76%; note: some results filed as inactive read as strong as hits
# GPR35 arrestin U2OS: inhibition of zaprinast-stimulated GPR35 beta-arrestin translocation – imaging, U2OS, beta-arrestin-GFP, zaprinast agonist, primary screen (AID 2058). inhibition, % at 10 µM; hits with a dose series show IC50 in µM. actives 0.052% (n = 290,000). U2OS GPR35 beta-arrestin-GFP translocation imaging, zaprinast antagonism; higher % means a stronger effect;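 active = inhibition of at least 50% with at least 30 cells and total cytoplasm GFP at most 10,000,000; inconclusive = under 30 cells or total GFP of 10,000,000 plus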
# NOD1 NF-kB reporter: NOD1 signaling inhibitors, primary screen, cell-based, luminescence, uHTS (AID 1578). inhibition, % at 4 µM, or EC50 in µM where a hit was titrated. NOD1-driven NF-kB luciferase reporter cells, luminescence; higher % means a stronger effect. actives 1% (n = 290,000); in the data active = inhibition mostly above about 36%, no sharp cut-off; inactive = mostly below about 34%;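 note: HEK-293T reporter cells stimulated with the NOD1 agonist gamma-tri-DAP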
# GPR55 LPI antagonism: inhibition of LPI-stimulated GPR55 beta-arrestin translocation – imaging, U2OS, beta-arrestin-GFP, LPI agonist, primary screen (AID 2013). U2OS GPR55 beta-arrestin-GFP translocation imaging, LPI antagonism; higher % means a stronger effect. inhibition, % at 10 µM, or IC50 in µM where a hit was titrated. actives 0.13% (n = 290,000);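 active = spots per cell inhibited over 60%, with over 100 cells counted and total cytoplasm intensity under 500,000; inconclusive = wells with under 100 cells, flagged as likely toxic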;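 note: U2OS cells stably carrying GPR55 and arrestin-GFP stimulated by 5 µM LPI near EC80; imaged beta-arrestin-GFP aggregate spots per cell after agonist stimulation; plate controls were LPI-stimulated DMSO wells for no effect and DMSO wells without LPI for full effect; some results filed as inactive read as strong as hits; confirmed hits need IC50 under 10 µM and bright autofluorescent wells are also inconclusive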
# Myeloid diff MLP: compounds promoting myeloid differentiation. actives 1% (n = 360,000). calls only at 10 µM. ER-HoxA9 myeloid progenitors, lysozyme-GFP differentiation, flow cytometry;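 active = normalized GFP-positive differentiation at or above the plate's own cutoff, the solvent-only control mean plus 3 SD; inconclusive = no clear call, values can overlap the other calls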;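 note: cells exposed to compound for four days before flow analysis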
# Myeloid diff MLP GFP+ MAC1+ %: also measured in Myeloid diff MLP; calls as there; GFP+ MAC1+ double positive, %; measured here: differentiation confirmed by MAC1 staining
# Starred values were filed as active, the others as inactive; i = inactive; ? = inconclusive; . = not tested or not shown; + = active, no number; [ ] = dose if it differs, or a comment. Cut-off read from the data, not from the text of the source, unless noted: active = inhibition above about 50%; inactive = the rest. The list is partial (hit frequency here may not be typical).
SMILES,GPR55 beta-arrestin,KOR beta-arrestin-1,NOD2 inhibition,KOR beta-arrestin-2,HIV fusion peptide,GPR35 arrestin U2OS,NOD1 NF-kB reporter,GPR55 LPI antagonism,Myeloid diff MLP,Myeloid diff MLP GFP+ MAC1+ %
Cc1ccc(NC(=O)c2ccc(OC(=S)N3CCOCC3)cc2)cc1,0.1%,-20%,-4%,2.3%,-2.8%,-7%,8%,5%,i,0.3
Cc1ccc(NC(=O)CS(=O)(=O)c2c[nH]c3ccccc23)c(C)c1,-0.2%,-15%,-3%,3.6%,3.3%,3%,-2%,27%,i,0.8
O=[N+]([O-])c1ncccc1OCc1ccc(Br)cc1F,-0.3%,-36%,-12%,4.1%,0.5%,1%,-12%,-6%,i,1.0
CCN(CC(=O)Nc1cc(Cl)ccc1C)C(=O)C1CCCCC1,0.5%,31%,6%,-5.0%,2.8%,-8%,-15%,16%,i,0.3
CCOc1cc(CNCCN2CCOCC2)ccc1OCc1ccccc1Cl,-0.2%,-15%,16%,0.5%,-1.2%,13%,-5%,-5%,i,0.5
COc1ccc(S(=O)(=O)Nc2ccc3c(c2)n(C)c(=O)n3C)cc1,-0.2%,-10%,7%,-4.6%,0.5%,-9%,-34%,-6%,i,0.4
COCCOc1ccc(C(F)(F)F)cc1NC(=O)c1ccccc1,0.5%,4%,10%,-5.0%,-1.1%,3%,-20%,5%,i,0.3
O=C1CCCC/C1=C\Nc1ccc(Cl)cn1,-0.2%,-8%,-17%,0.4%,1.9%,16%,-24%,8%,i,2.5
O=c1c2ccccc2oc2cc(OCc3cccc(F)c3)cc(O)c12,0.0%,-17%,1%,3.2%,0.7%,0%,-5%,-8%,i,1.2
Cc1cc([N+](=O)[O-])ccc1NC(=O)CN1C2CCC1CC(NC(=O)NC13CC4CC(CC(C4)C1)C3)C2 (centres undefined),0.2%,6%,22%,0.5%,-0.5%,-17%,20%,14%,+,0.2*
COc1ccc(CN(Cc2cccnc2)S(=O)(=O)c2ccc(-n3cnnn3)c(C)c2)cc1OC,0.6%,26%,-4%,-4.0%,0.0%,3%,-4%,22%,i,1.9
COC(=O)c1cc(S(=O)(=O)NCC2CCN(CCc3ccc(OC)cc3)CC2)cn1C,0.3%,-42%,6%,4.1%,0.9%,9%,26%,6%,i,0.3
N#CCc1ccc(NC(=O)c2ccc(S(=O)(=O)N3CCCC3)cc2)cc1,.,-10%,10%,-0.9%,-0.5%,-3%,4%,-11%,i,2.2
CCN(CC)CCCn1c(=S)[nH]c2ncccc2c1=O,-0.1%,-31%,-2%,2.8%,0.6%,9%,0%,4%,i,3.0
Cc1ccc(C(=O)NCC(=O)OCC(=O)N2CCCc3ccccc32)cc1,0.3%,32%,1%,-3.4%,0.1%,0%,-29%,6%,i,1.2
CCN1CCN(Cc2c(O)ccc3c(C)cc(=O)oc23)CC1,0.0%,6%,-12%,1.4%,0.0%,3%,-10%,2%,i,1.0
COc1ccc(-c2c(NC(=O)C(C)C)n(C)c3ccccc3c2=O)cc1,-0.1%,14%,17%,6.3%,2.3%,16%,-2%,-3%,i,6.5
C=CCN(CC=C)Cc1ccc(C(=O)OC)o1,-0.1%,14%,10%,-0.8%,-2.1%,15%,8%,15%,i,1.4
O=C(NCCc1ccccc1)C1CCN(S(=O)(=O)c2cccnc2)CC1,-0.2%,0%,8%,3.5%,-4.0%,6%,-24%,7%,i,1.8
O=C(N/N=C/c1ccc(Br)o1)c1ccc2c(c1)OCCO2,-0.1%,-14%,-52%,2.1%,1.2%,9%,-45%,-12%,i,1.1
Cc1nnc(CN(C)C(=O)CC2C(=O)NCCN2Cc2ccccc2C)o1 (centres undefined),0.6%,-14%,9%,-3.0%,2.5%,-17%,-10%,4%,i,1.1
CCCOc1ccc(CN(CCO)CCO)cc1[N+](=O)[O-],0.0%,-30%,12%,-0.3%,1.8%,0%,-28%,-3%,i,0.2
COc1ccc(OC(C)C(=O)N2CCC(C)CC2)cc1 (centres undefined),-0.1%,-5%,11%,-0.9%,2.8%,-3%,9%,11%,i,0.7
CCCCCCc1nnc(N)s1,-0.2%,-21%,-2%,-5.7%,-0.4%,-2%,5%,-4%,i,0.8
CCc1ccc(-c2ccc(C(=O)O)c(C)n2)cc1,0.0%,27%,-11%,-1.5%,-1.0%,-10%,-47%,7%,i,0.7
COc1cc2c(cc1OC)CN(C(=O)C1(c3ccccc3)CC1)CC2,-0.1%,-18%,8%,1.8%,-2.7%,-4%,-14%,-13%,i,1.1
OCCN=Cc1c(O)[nH]c2ccccc12,0.1%,-45%,0%,3.6%,1.7%,-3%,-11%,-8%,i,0.6
Cn1c2c(c(=O)n(C)c1=O)C(C(F)(F)F)(C(F)(F)F)N=C(c1ccccc1Cl)N2,-0.1%,-45%,8%,2.4%,1.4%,0%,10%,-1%,i,0.8
O=C(Nc1ccc([N+](=O)[O-])cc1)N1CCCCC1,-0.3%,18%,6%,-0.9%,-0.7%,2%,-16%,2%,i,0.5
Cc1c(OCC(=O)N(C)C)ccc2c(-c3ccccc3)cc(=O)oc12,0.0%,7%,4%,2.3%,-0.3%,-2%,-10%,5%,i,0.7

# Arranged by value in KOR beta-arrestin-2 (low to high): 3 of the compounds above
smiles | KOR beta-arrestin-1 | NOD2 inhibition | KOR beta-arrestin-2 | HIV fusion peptide | GPR35 arrestin U2OS | NOD1 NF-kB reporter | Myeloid diff MLP GFP+ MAC1+ %
CCN1CCN(Cc2c(O)ccc3c(C)cc(=O)oc23)CC1 | 6% | -12% | 1.4% | 0.0% | 3% | -10% | 1.0
Cn1c2c(c(=O)n(C)c1=O)C(C(F)(F)F)(C(F)(F)F)N=C(c1ccccc1Cl)N2 | -45% | 8% | 2.4% | 1.4% | 0% | 10% | 0.8
OCCN=Cc1c(O)[nH]c2ccccc12 | -45% | 0% | 3.6% | 1.7% | -3% | -11% | 0.6

# Next entries follow.
SMILES,GPR55 beta-arrestin,KOR beta-arrestin-1,NOD2 inhibition,KOR beta-arrestin-2,HIV fusion peptide,GPR35 arrestin U2OS,NOD1 NF-kB reporter,GPR55 LPI antagonism,Myeloid diff MLP,Myeloid diff MLP GFP+ MAC1+ %
Cc1ccc(S(=O)(=O)Nc2nncs2)cc1,-0.1%,-21%,3%,-0.9%,2.0%,13%,-37%,12%,i,0.3
COc1ccc2nc(NC(C)=O)sc2c1,0.0%,-7%,-113%,2.9%,0.6%,15%,-13%,14%,i,0.5
Cc1cc(=O)oc2cc(NC(=S)NCc3cccnc3)ccc12,0.2%,-28%,0%,0.4%,-0.7%,-6%,-45%,-5%,i,0.8
COc1cc2c(cc1OC)CN(S(=O)(=O)/C=C/c1ccccc1)CC2,0.5%,-24%,17%,3.7%,-0.6%,-20%,-4%,-3%,i,0.6
Cn1c(=O)n(CCOc2ccc([N+](=O)[O-])cc2)c2ccccc21,0.5%,-4%,-24%,2.4%,0.9%,9%,-14%,-2%,i,0.4
Cc1ccc(C(=O)Nc2cc3c(oc2=O)CCCC3=O)cc1,0.2%,-17%,-52%,2.2%,-1.3%,3%,-10%,15%,i,1.3
CC(C)(Oc1ccc(-c2ccco2)cc1)C(=O)O,0.5%,-3%,-2%,8.7%,30%,11%,-14%,6%,.,.
CCOC(=O)c1ccccc1NC(=O)c1cc2sccc2n1C,-0.2%,47%,1%,-3.6%,-1.2%,-20%,-33%,3%,i,0.7
Nc1nc(Nc2cccc(Cl)c2)n[nH]1,-0.1%,-6%,-2%,-2.0%,1.0%,-7%,-4%,-12%,i,0.4
CSc1ccccc1OCc1cc(C(=O)NC2CCOC(C)(C)C2)no1 (centres undefined),0.3%,2%,12%,0.7%,-0.6%,-4%,-26%,9%,i,0.9
COc1cc(NC(=O)c2cc([N+](=O)[O-])ccc2NC(=O)CN2CCN(c3ccccn3)CC2)cc(OC)c1,-0.2%,-24%,-1%,9.1%,-0.7%,-13%,-25%,-8%,?,.
CNc1csc(C)c(C)c1=O,-0.1%,4%,15%,1.0%,-2.9%,21%,8%,2%,i,4.5
Cn1c(C(O)c2ccc3c(c2)OCO3)nc2ccccc21 (centres undefined),-0.1%,10%,-17%,0.2%,-0.7%,2%,-21%,8%,i,0.9
Cc1ccc(-c2nn(-c3ccccc3)cc2/C=C/C(=O)O)o1,0.0%,-58%,-5%,2.3%,5.9%,0%,-6%,-12%,i,0.1
CCOc1ccccc1N1CCN(C(=O)c2csc(C)c2CC)CC1,-0.1%,0%,18%,1.3%,0.5%,12%,-30%,-4%,i,0.8
O=C(OCC(=O)c1c[nH]c2ccccc12)c1ccc([N+](=O)[O-])s1,-0.1%,-30%,15%,1.1%,-2.9%,-2%,18%,0%,i,0.3
CC(C)(C)c1ccc(N=C2SCC(=O)N2Cc2cccs2)cc1,-0.2%,30%,-7%,-1.3%,1.0%,9%,1%,-6%,i,0.4
Cc1nn(Cc2ccccc2)c(C)c1NC(=O)CCCn1nc([N+](=O)[O-])c(Cl)c1C,1.4%,-5%,20%,-7.1%,0.3%,2%,-8%,9%,i,0.9
Cc1ccc(NC(=O)N2CCC(C(=O)c3ccc(F)cc3)CC2)cc1,0.7%,-9%,12%,-3.0%,2.7%,-11%,17%,1%,i,2.1
CCn1nnnc1SCC(=O)c1cc(Cl)ccc1OC,0.2%,-24%[20 µM],16%,.,-1.1%,3%,-47%,9%,i,0.6
O=C1OCc2ccc(NC(=O)C3CC3)cc21,-0.3%,-4%,-18%,3.3%,2.4%,-7%,-38%,-3%,i,1.0
N#Cc1cccc(NC(=O)CSc2ccccc2)c1,-0.2%,10%,-7%,-4.8%,-0.6%,5%,-25%,1%,i,12
O=c1cc(CO)oc(C(Nc2cccc([N+](=O)[O-])c2)c2ccccn2)c1O (centres undefined),0.4%,4%,-9%,0.0%,12%,-6%,-37%,12%,i,2.1

# Four compounds picked at random from those above:
SMILES,GPR55 beta-arrestin,KOR beta-arrestin-1,NOD2 inhibition,KOR beta-arrestin-2,HIV fusion peptide,GPR35 arrestin U2OS,NOD1 NF-kB reporter,GPR55 LPI antagonism,Myeloid diff MLP,Myeloid diff MLP GFP+ MAC1+ %
O=c1cc(CO)oc(C(Nc2cccc([N+](=O)[O-])c2)c2ccccn2)c1O (centres undefined),0.4%,4%,-9%,0.0%,12%,-6%,-37%,12%,i,2.1
Cc1ccc(NC(=O)N2CCC(C(=O)c3ccc(F)cc3)CC2)cc1,0.7%,-9%,12%,-3.0%,2.7%,-11%,17%,1%,i,2.1
O=C(OCC(=O)c1c[nH]c2ccccc12)c1ccc([N+](=O)[O-])s1,-0.1%,-30%,15%,1.1%,-2.9%,-2%,18%,0%,i,0.3
CCn1nnnc1SCC(=O)c1cc(Cl)ccc1OC,0.2%,-24%[20 µM],16%,.,-1.1%,3%,-47%,9%,i,0.6
